ST2 IL33 inh: IL1RL1 inhibition. Q01638. AlphaLISA ST2-Fc/biotin-IL-33 interaction, 1 h. inhibition, % for hits at 17 µM. hit rate 2.3% among 78,000. AID 1259354; in the data active = inhibition above about 30%; inconclusive = mostly about 10% to 28%
Target sequence (Q01638 whole entry, looked up): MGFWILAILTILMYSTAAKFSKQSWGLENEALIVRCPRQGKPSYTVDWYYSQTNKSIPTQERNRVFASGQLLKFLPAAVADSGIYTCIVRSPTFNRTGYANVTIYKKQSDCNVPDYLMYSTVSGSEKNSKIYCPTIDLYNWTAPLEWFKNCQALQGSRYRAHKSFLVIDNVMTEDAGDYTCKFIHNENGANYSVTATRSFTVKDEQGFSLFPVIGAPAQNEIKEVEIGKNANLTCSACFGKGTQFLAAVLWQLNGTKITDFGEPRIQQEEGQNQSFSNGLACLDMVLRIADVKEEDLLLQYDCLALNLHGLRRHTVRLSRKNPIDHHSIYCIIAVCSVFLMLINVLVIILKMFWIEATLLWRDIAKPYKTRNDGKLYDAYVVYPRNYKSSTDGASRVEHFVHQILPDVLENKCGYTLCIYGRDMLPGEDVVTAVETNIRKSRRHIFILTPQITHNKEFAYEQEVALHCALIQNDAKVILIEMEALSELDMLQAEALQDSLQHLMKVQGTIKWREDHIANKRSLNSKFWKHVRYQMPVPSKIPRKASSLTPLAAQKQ
* hit, by the source's call; i = inactive; u = inconclusive.

SMILES	ST2 IL33 inh
Cc1nn(Cc2ccccc2Cl)c(C)c1NC(=O)CCCn1nc([N+](=O)[O-])c(Cl)c1C	i
C=CCn1c(CN2CCCC(N3CCCC3=O)C2)nc2ccccc21 (stereo unspecified)	u
Cc1cc(C)n(S(=O)(=O)c2cc(C)c(C)cc2C)n1	i
N#CSCCCOc1ccccc1Cl	i
CC(=O)N[C@@H]1c2ccccc2C2(CCN(Cc3nc4ccccc4n3C)CC2)[C@H]1OCc1ccccc1	i
CCc1nc(C)c(C(=O)NCc2cc3cc(OC)ccc3[nH]2)o1	i
CCc1nc(NC2CCCCC2)c(C#N)c2c1CCCC2	u
NC(=O)CO[C@@H]1CO[C@H]2[C@@H]1OC[C@@H]2Nc1nccc(-c2cccs2)n1	i
N#Cc1c(SCC(=O)Nc2ccccn2)nsc1SCC(=O)Nc1ccccn1	i
O=C(O)c1ccc(CN2C[C@H](O)C[C@H]2c2nc(-c3cccc([N+](=O)[O-])c3)no2)cc1	i
Cc1nnc(SCC(=O)NCCc2csc(-c3cccnc3)n2)s1	u
CN1C(=O)C2(CCCN(C(=O)c3cnn4cccnc34)C2)c2ccccc21 (stereo unspecified)	u
Cc1cc(N2CCCC2)nc(N2CCN(S(=O)(=O)c3ccccc3F)CC2)n1	i
CCS(=O)(=O)c1ccc2oc(=O)c(C=C(O)c3ccc(Br)cc3)nc2c1	u
CN1CC2(CCCN(C(=O)c3ccn(C(C)(C)C)c3)C2)OC1=O (stereo unspecified)	i
Cc1ccc(N2NC(=O)/C(=C/c3ccc(-c4ccc(Cl)c(C(=O)O)c4)o3)C2=O)cc1	u
Cc1ccc(-c2ccccc2-c2ccccc2)nn1	u
CC(C)(C)N1C(=O)NC2C1NC(=O)N2C(C)(C)C (stereo unspecified)	u
Cc1nn(C(=O)c2ccccc2)c(C)c1Sc1ccccc1	i
Cc1c(Cl)cccc1NS(=O)(=O)c1cc(Br)cc2c1N(C(=O)C1CC1)CC2	i
COc1ccc(OC)c(/C=C2\N=C(c3cccs3)OC2=O)c1	i
COc1ccc(C(=O)N[C@H]2C[C@@H](c3nc(-c4ccc(OC(F)(F)F)cc4)no3)N(C)C2)cc1	i
O=C(Nc1nnc(-c2ccc3c(c2)OCO3)s1)c1ccc(Cl)cc1	i
CCN(CCc1nc2ccc(C)cc2[nH]1)C(=O)c1c[nH]c2c(C)cccc2c1=O	i

As a short view, some entries already given:
SMILES	ST2 IL33 inh
Cc1cc(N2CCCC2)nc(N2CCN(S(=O)(=O)c3ccccc3F)CC2)n1	i
CCS(=O)(=O)c1ccc2oc(=O)c(C=C(O)c3ccc(Br)cc3)nc2c1	u
CN1CC2(CCCN(C(=O)c3ccn(C(C)(C)C)c3)C2)OC1=O (stereo unspecified)	i

Of the compounds above, 2 contain two or more sulfur atoms.
SMILES	ST2 IL33 inh
N#Cc1c(SCC(=O)Nc2ccccn2)nsc1SCC(=O)Nc1ccccn1	i
Cc1nnc(SCC(=O)NCCc2csc(-c3cccnc3)n2)s1	u

(list continues)
SMILES	ST2 IL33 inh
O=C(Nc1cc(-c2nc3ccccc3s2)ccc1Cl)c1ccco1	39%*
CSc1ccc(-c2nc(CSCC(=O)NC3CCCC3)c(C)o2)cc1	i
Cc1ccnc(NC(=O)CCc2c(C)nc3cc(-c4ccccc4)nn3c2C)c1	i
CN(c1ccc(Br)cc1)S(=O)(=O)c1ccc2c(c1)CCN2C(=O)C1CC1	i
COc1ccc(C2=N/C(=C\c3ccc(F)cc3)C(=O)O2)cc1[N+](=O)[O-]	i
O=C(CCCn1c2ccccc2c(=O)c2ccccc21)Nc1ccc(F)cc1F	i
c1ccc(NC(c2ccccc2)c2ccncc2)cc1 (stereo unspecified)	i
O=C(CN1C(=O)C2CCCCN2c2ccc(S(=O)(=O)N3CCCCC3)cc21)NC1CCCCC1 (stereo unspecified)	u
Cc1cccn2c(=O)c3cc(C(=O)NCc4ccco4)c(=N)n(CCOCCO)c3nc12	i
COc1ccc(NC(=O)NC2CCCN(C3CCCCCC3)C2)cc1OC (stereo unspecified)	i
Cc1ccc(/C=C2\C(=O)Nc3ccc(Br)cc32)s1	u
COc1ccccc1CCN1CCC(CN(C)C(=O)C2=NNC(=O)CC2)CC1	u
CCc1cc2c(=O)c(-c3ccc(Cl)cc3)coc2cc1O	i
CNS(=O)(=O)c1ccc(CN2CCCC2c2ccc(F)cc2)cc1 (stereo unspecified)	u
Cc1ccsc1CN(C)c1cc(N(C)C)ncn1	i
N#CC(=C1CCCC1)c1nc(-c2cc3ccccc3oc2=O)cs1	u
CCc1nc(SCC(=O)NCc2nc(C)cc(C(F)(F)F)n2)n[nH]1	i
COc1ccccc1OCC(=O)Nc1ccc(OCC(=O)O)cc1	i
C(=C\CSC1=NCCN1)/CSC1=NCCN1	u
CC(=O)Nc1nnc(CCS(=O)(=O)c2ccc(Cl)cc2)s1	i
O=C(O)CC1(CC(=O)Nc2ccc3[nH]c(=O)nc(-c4ccccc4)c3c2)CCCC1	i
CCn1ncc2[nH]c(-c3cnn(C)c3-c3ccccc3)nc21	i
O=C1CCCN2N=C(SCC(=O)Nc3ccc(Cl)cc3)SC2=N1	i
CCn1cc(C(=O)NCCN(C)C)c2cc(OC)c(OC)cc2c1=O	u

Some of these compounds in order of formula weight, largest number first.
SMILES	ST2 IL33 inh
O=C(O)CC1(CC(=O)Nc2ccc3[nH]c(=O)nc(-c4ccccc4)c3c2)CCCC1	i
O=C1CCCN2N=C(SCC(=O)Nc3ccc(Cl)cc3)SC2=N1	i
N#CC(=C1CCCC1)c1nc(-c2cc3ccccc3oc2=O)cs1	u
Cc1ccsc1CN(C)c1cc(N(C)C)ncn1	i

More entries
SMILES	ST2 IL33 inh
COc1ccc(N2C(=O)CSC2c2ccc(C(C)C)cc2)cc1 (stereo unspecified)	i
CC(C)NCC(O)c1ccc(NS(C)(=O)=O)cc1 (stereo unspecified)	i
CCN1CCCC1CNC(=O)CCc1nc(-c2ccc(C)cc2)no1 (stereo unspecified)	i
c1cncc(-c2nnc([C@H]3CCN(Cc4ccncc4)C3)o2)c1	i
COc1cc(CN2CCN(c3ccc(Cl)cc3)CC2)cc(OC)c1OC	i
CCN(CC)C(=O)Cn1cc(C(=O)NCCc2ccco2)nn1	i
CC(C)(C)c1ccc(-c2cc(C[C@H]3CNCC[C@H]3CC(=O)N3CCN(c4ccc(F)cc4)CC3)no2)cc1	u
Cc1nc2nc[nH]n2c(=O)c1NC(=O)Nc1cccc(C(F)(F)F)c1	i
Nc1nc2n(n1)C(c1c(F)cccc1Cl)CC(c1ccccc1)N2 (stereo unspecified)	i
O=C(O)[C@H]1C[C@@H](C(=O)Nc2ccc(F)cc2)CN(C(=O)C2CCOCC2)C1	i
OCc1nc2ccccc2n1Cc1ccc(Br)cc1	i
O=C1C2CCCN2C(c2ccc(Cl)cc2Cl)N1c1nccs1 (stereo unspecified)	i
CC(=O)N1N=C(c2c(-c3ccccc3)c3cc(Cl)ccc3[nH]c2=O)CC1c1ccccc1F (stereo unspecified)	i
CSc1ccc(CNS(=O)(=O)c2ccc3[nH]cc(C(=O)O)c(=O)c3c2)cc1	i
COc1ccc(CN2CCC(O)CC2)c(OC)c1	i
COc1ccc(CN2CCN(c3ncccn3)CC2)c(C)c1C	u
Oc1cccc2ccc(/C=C/c3cc4c(cc3Cl)OCO4)nc12	32%*
O=C(CN1C(=O)c2cccc([N+](=O)[O-])c2C1=O)Nc1cccc(C(F)(F)F)c1	i
O=C(c1ccc(Br)cc1)N(c1ccc(Br)cc1)C1C=CS(=O)(=O)C1 (stereo unspecified)	i
COc1ccc2cc(C3CN(c4cc(OC)ncn4)CCO3)ccc2c1 (stereo unspecified)	u
COCC1CCCCN1C(=O)c1coc(COc2ccccc2)n1 (stereo unspecified)	i
Cc1oc2ccc(OCc3ccccc3)cc2c1C(=O)O	i
O=C(CN1CCN(Cc2ccc(F)cc2)C1=O)NC1CCCCCCC1	i
Cc1ccc(N2C(=O)C(C)SC23C(=O)Nc2ccccc23)cc1Cl (stereo unspecified)	i
CC(C)=CCc1cc(O[C@@H]2O[C@H](CO)[C@@H](O)[C@H](O)[C@H]2O)cc(CC=C(C)C)c1C(O)C(=O)O (stereo partly specified)	i
Cc1cc(Br)ccc1NC(=O)c1ccc(F)cc1	u
COc1ccc(C(=O)N2CC3(C)CC2CC(C)(C)C3)cc1 (stereo unspecified)	i
Cc1[nH]c2ccccc2c1SCCNC(=O)c1c(F)cccc1F	i
CC1(C)CC(NC(=O)c2cccc(I)c2)CC(C)(C)N1	i
CC[C@@H]1SC2(CCN(C)CC2)NC1=O	i
O=C(CSc1nc2cc(Cl)ccc2s1)Nc1ccc2c(c1)OCO2	i
O=C(CCCOc1ccccc1)n1nnc2ccccc21	i
Nc1nc(N)nc(-c2ccccc2O)n1	i
Cc1ccc(C(=O)Nc2ccc([N+](=O)[O-])cc2)cc1Cl	u
Cn1nnc2cc(C(=O)N3CCC4(CCCO4)CC3)cnc21	u
Nc1ncnc(Oc2cccc3cccnc23)c1[N+](=O)[O-]	i
O=S(=O)(NCCc1ccc(Cl)cc1)c1cccc2cccnc12	i
CN(c1ccccc1)S(=O)(=O)c1ccc(C(=O)Nc2nnc(-c3ccccc3Cl)o2)cc1	i
COc1cc(CN2CCCCCC2)cc(OC)c1OC	u
O=S(=O)(c1ccc(Cl)cc1)c1nc(-c2ccc(Cl)cc2)oc1N1CCOCC1	u
Cc1cc(C)c(S(=O)(=O)Nc2ccc(S(=O)(=O)Nc3ncccn3)cc2)c(C)c1	i
COc1cccc(N2CCN(C(=O)CCS(=O)(=O)c3ccc4c(c3)CC(=O)N4C)CC2)c1	i
CCOC(=O)C1C(=O)C=C(c2ccc(F)cc2)CC1c1ccco1 (stereo unspecified)	i
CCOC(=O)CC1CCCCN1C(=O)Nc1ccccc1F (stereo unspecified)	u
CN(C)S(=O)(=O)c1ccc(C(=O)Nc2c3c(nn2-c2ccc(F)cc2)CS(=O)C3)cc1 (stereo unspecified)	i
O=C(CCCCCn1c(=O)[nH]c2ccsc2c1=O)N1CCN(c2ccccn2)CC1	u
O=C(CCCCCN1C(=O)c2ccccc2C1=O)Nc1ccc(Cl)cc1	i
CCCC12CN3CC(C)(CN(C1)C3c1ccc(C)cc1)C2=O (stereo unspecified)	u
COc1cc2c(cc1OC)C(C(=O)NC(C)C)C1c3ccccc3CCN1C2=O (stereo unspecified)	i
CCC(CC)n1ncc(C)c1NC(=O)COc1cccnc1	u
COc1ccc(-n2ccnc2-c2ccc(C3CCCCO3)o2)cn1 (stereo unspecified)	i
Cc1nccn1-c1ccccc1CNC(=O)C1CCN(C(C)C)CC1	i
O=[N+]([O-])c1cc(Cl)ccc1N1CCCNCC1	i
COCCNC(=O)CN1CCN(Cc2ccc(F)cc2Cl)C1=O	i
COc1ccc(CCNC(=O)CCS(=O)(=O)c2ccc(Br)s2)cc1OC	i
COc1ccc(OC2CCN(C3CCCC3)CC2)c(C(=O)N2CCNC(=O)CC2)c1	i
COc1ccc(C2SCCN2S(=O)(=O)c2ccc(-c3ccccc3)cc2)cc1 (stereo unspecified)	i
O=C(Nc1cccc(F)c1)c1ccccc1Br	i
CCCOC1CCCN(C(=O)c2cc(Cn3nc(C)cc3C)[nH]n2)C1 (stereo unspecified)	i
COc1ccccc1-n1c(O)c(C=Nc2ccc(Cl)cc2)c2ccccc2c1=O	u

Further structures follow:
SMILES	ST2 IL33 inh
CCN(CC)S(=O)(=O)c1ccc(C(=O)Nc2nnc(COC)o2)cc1	i
c1ccc(-n2ncc3c(NCc4cccnc4)ncnc32)cc1	u
O=C(CN1C(=O)COc2ccc(S(=O)(=O)N3CCCC3)cc21)NC1CCCCCCC1	i
CCOc1ccccc1CN1CCN(c2ccc([N+](=O)[O-])cc2)CC1	u
CCCS(=O)(=O)N1CCCC(C(=O)O)C1 (stereo unspecified)	i
COc1ccc(C2=NN(C(=O)c3ccc(Cl)cc3)C(c3cccc([N+](=O)[O-])c3)C2)cc1 (stereo unspecified)	u
Cc1ccc(Cl)c2c1NC(=O)C2=O	i
COc1cc(Br)c(/C=C2\C(=O)N(c3cccc(Cl)c3)N=C2C)cc1OC	i
CCCCN(CCCNC(=O)c1c(C)cc(=O)oc1C)c1ccccc1	i
CCN(CC)C(=O)N1CCN(CCC#N)CC1	i
Cc1cc(NC(=O)NC(=O)c2ccccc2F)n[nH]1	i
CC1=C[C@@H](CNC(=O)c2ccccn2)[C@H](C(C)C)C[C@H]1CC(=O)N1CCN(C)CC1	u
O=C(Nc1ccc(Cl)cc1)c1ccncc1	i
CCOC(=O)Cn1c(=O)n(-c2ccc(C)c(C)c2)c2nc(C)nc(C(N)=O)c21	i
O=C(NCCCN1CCOCC1)C1CCC(=O)N1Cc1ccc(F)cc1 (stereo unspecified)	u
O=C1CNC(=O)N1Cc1nc(CCc2ccccc2)n[nH]1	i
Cc1ccc2ccccc2c1Cn1c(Cl)nc2c1c(=O)n(C)c(=O)n2C	i
O=c1[nH]c(Nc2nc3ccccc3[nH]2)nc2ccccc12	i
Cc1onc(-c2ccccc2)c1C(=O)Nc1cccc(NC(=O)c2c(-c3ccccc3)noc2C)n1	i
Cc1cn(CCNC(=O)C(c2cccc(F)c2)N(C)C)nn1 (stereo unspecified)	i
CCc1ccc(CN(C)Cc2cnc3c(-c4ccccc4)cnn3c2)nc1	i
Cn1c(CC2CCNCC2)nnc1CN1CCCCC1c1cccnc1 (stereo unspecified)	u
CC(=O)c1cccc(NC(=O)CCc2c(C)nc3cc(-c4ccccc4)nn3c2C)c1	i
COc1ccccc1N1CCN(C(=O)c2cn(C)c(=O)c3c2c2ccccc2n3C)CC1	i
Cc1nc(SCC(=O)N2CCN(c3ccccc3)CC2)c2c(=O)n(C)c(=O)n(C)c2n1	i

Source: PubChem BioAssay

Some of the compounds tested; count on the stated rates, not on these rows.
